MOR-DOR inv ag = inverse agonists of MOR-DOR heterodimerization, primary screen, cell-based, luminescence. cell-based MOR-DOR heterodimer luminescence, inverse agonism. inhibition, % at 9.3 µM. actives 0.21% (n = 340,000). AID 504357, 2011; in the data active = inhibition above about 22%, passing the limit was not always enough;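 also: 0% = cells with DMSO and 100% = wells without cells with DMSO; values of inactives mirror those of a sister screen read the other way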
OPRM1-OPRD1 ag = agonists of OPRM1-OPRD1 heterodimerization, primary screen, cell-based, luminescence | Mu-type opioid receptor (Homo sapiens) + Delta-type opioid receptor (Homo sapiens), … | cells | activation, % at 9.3 µM | actives 0.3% (n = 340,000); in the data active = activation above about 18%;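 also: 0% = vehicle-treated cells and 100% = reference agonist; values of inactives mirror those of a sister screen read the other way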
V-ATPase pHluor = regulators of yeast V-ATPase proton pumping, primary screen, pHLuorin cytosolic pH fluorescence. response, % at 10 µM. actives 0.37% (n = 350,000). S. cerevisiae; in the data active = response mostly above about 7.3%, no sharp cut-off; inactive = mostly below about 5.4%; also: actives read high; inactives centre near 0; some compounds called inactive have numbers as strong as hits; reference of the scale not given here
LANA DNA inh = inhibitors of KSHV C-LANA binding to DNA, primary screen, biochemical, fluorescence polarization, FAM-LBS DNA, MBP-C-LANA, single point | inhibition, % at 9 µM | actives 0.078% (n = 340,000);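 active = highest replicate inhibition at or above 60% at 9 µM, even if other replicates fall short; inactive = all replicates below 60% inhibition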;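 also: 0% = neutral control wells and 100% = 4 µM acridine orange control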
Keap1-Nrf2 PPI = Keap1-Nrf2 protein-protein interaction inhibitors, primary screen, biochemical, fluorescence polarization, single point; actives 0.15% (n = 340,000); Keap1 Kelch-Nrf2 peptide fluorescence polarization, 1536-well; inhibition, % at 9.4 µM; in the data active = inhibition above about 12%;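 also: human Keap1 Kelch domain with fluorescein labeled Nrf2 9mer peptide probe; 0% = neutral control wells and 100% = peptide positive control; higher means more block of Keap1 binding to Nrf2 peptide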
Target sequence (Q14145 whole entry, looked up, the tested form may be a part): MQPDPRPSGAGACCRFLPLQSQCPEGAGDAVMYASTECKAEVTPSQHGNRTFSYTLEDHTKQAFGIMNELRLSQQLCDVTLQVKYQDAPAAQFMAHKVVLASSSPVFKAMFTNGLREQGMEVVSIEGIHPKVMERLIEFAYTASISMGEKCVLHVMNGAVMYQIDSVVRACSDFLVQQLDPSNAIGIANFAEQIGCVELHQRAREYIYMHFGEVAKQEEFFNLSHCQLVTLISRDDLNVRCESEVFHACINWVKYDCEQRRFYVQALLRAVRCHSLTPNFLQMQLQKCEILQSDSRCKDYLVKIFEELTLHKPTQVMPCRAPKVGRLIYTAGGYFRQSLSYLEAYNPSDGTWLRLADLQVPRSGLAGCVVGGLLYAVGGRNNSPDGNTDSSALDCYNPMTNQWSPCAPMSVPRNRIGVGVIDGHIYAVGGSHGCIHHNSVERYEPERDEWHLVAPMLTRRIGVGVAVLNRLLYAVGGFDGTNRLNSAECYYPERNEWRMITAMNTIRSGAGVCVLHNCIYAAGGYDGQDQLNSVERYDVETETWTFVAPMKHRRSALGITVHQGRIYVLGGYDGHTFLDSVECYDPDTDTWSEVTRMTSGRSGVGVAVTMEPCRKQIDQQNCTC
Arrestin-AP2 inh = inhibitors of beta-arrestin/AP2 binding, primary screen, biochemical, GPCR trafficking, flow cytometry; beta-arrestin 1 C-terminal peptide binding to AP2 beta2-adaptin appendage (human); FITC-arrestin peptide / GST-AP2 beads; AP2 beta2 appendage carries R879A mutation; inhibition, % at 10 µM; actives 0.31% (n = 340,000); AID 504490, 2011;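 active = inhibition above a set limit, near 3 SD of compounds lacking own fluorescence, cut at about 54% in these data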;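 also: plate controls were DMSO wells for no effect and 5 µM unlabelled arrestin peptide for full effect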
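Assay system: GST-AP2 R879A bound to glutathione beads, E. coli-expressed; Medium: PBS with 0.05% Tween 20 and 0.1% BSA; Also added: fluorescein-tagged arrestin peptide at 50 nM final; Timing: 12 min plus 1 h, RT; Measured by: flow cytometry, FL1 (488/535 nm); Evaluation: percent drop in bead-associated FITC signal.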
Wnt bcat act = Wnt/beta-catenin pathway activators, primary screen, cell-based, plate reader, single point; activation, % at 9.35 µM; AID 743398, 2014; Wnt/beta-catenin reporter cell assay, activator; actives 1.2% (n = 300,000); in the data active = activation above about 30%, passing the limit was not always enough;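 also: 0% = neutral control wells and 100% = positive control wells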
RTF Ca sens act = cardiac RTF calcium sensitivity activators, primary screen, biochemical, IANBD-TnC fluorescence, EC20 calcium | IANBD-labeled TnC RTF fluorescence at EC20 calcium; 0% EC20 calcium, 100% full calcium | activation, % at 7.2 µM | actives 0.24% (n = 340,000);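 active = activation above the mean over all tested compounds plus 3 SD, cut at about 30% in these data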;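 also: rise in fluorescence read as greater calcium sensitivity of cardiac thin filaments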
Pemphigus Ab inh = inhibitors of pemphigus antibody binding to DSG3, primary screen, biochemical, bead-based, flow cytometry, scFv-GFP; Desmoglein-3 (Homo sapiens), P32926; DSG3-coupled beads, scFv-anti-DSG3-GFP binding; stronger effect = lower value; binding (percent of control), % at 10 µM; actives 0.48% (n = 310,000);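 active = binding more than 3 SD below its plate's average and above zero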;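 also: hits lower antibody fragment binding to DSG3; some compounds called inactive have numbers as strong as hits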
Cardiac RTF inh = cardiac RTF calcium sensitivity inhibitors, primary screen, biochemical, IANBD-TnC fluorescence, EC70 calcium; Troponin I, cardiac muscle (Homo sapiens) + Troponin T, cardiac muscle (Homo sapiens) + …; IANBD-labeled cardiac RTF, Ca2+ fluorescence; inhibition, % at 7.15 µM; actives 0.12% (n = 340,000);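 active = inhibition above the mean inhibition of all tested compounds plus 3 SD, cut at about 17% in these data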;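 also: assay run at fixed EC70 calcium of 1.6 mM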
* = called active by the depositor; nt = not tested or not shown.

SMILES	MOR-DOR inv ag	OPRM1-OPRD1 ag	V-ATPase pHluor	LANA DNA inh	Keap1-Nrf2 PPI	Arrestin-AP2 inh	Wnt bcat act	RTF Ca sens act	Pemphigus Ab inh	Cardiac RTF inh
Fc1ccc2c(c1)nnn2C1CCN(Cc2c(Cl)cccc2Cl)CC1	nt	nt	-5	4.1	-4	4	-3	0	nt	-7
Cc1cc(C)c(C2=NOC(O)(C(F)(F)F)C2)c(=O)[nH]1 (stereo unspecified)	4	-1.1	8	-2.9	1	-6	nt	-2	nt	-2
CC12CCC3c4ccc(OP(=O)(N5CC5)N5CC5)cc4CCC3C1CCC2=O (stereo unspecified)	11	-2.3	-2	0.7	-3	0	-1	-7	107	3
Cc1ccc(S(=O)(=O)NCCC(=O)Nc2ccc(Cl)cc2C(=O)c2ccccc2)cc1	-48	7.2	6	2.1	-1	-11	-4	0	101	-1
NC(=O)c1ccc(N=Cc2c(O)n(Cc3ccco3)c(=O)[nH]c2=O)cc1	11	-2.2	2	-1.0	3	-16	-3	-2	79*	4
CCn1c(O)c(C=NCc2cccs2)c(=O)[nH]c1=O	13	-2.1	1	-1.7	-3	27	nt	-7	nt	0
Brc1ccc2[nH]cc(C=NN3CCCCCC3)c2c1	9	-1.8	1	-0.9	1	11	3	-5	118	-2
O=C(/C=C/C=C/c1ccccc1)CC1(O)C(=O)Nc2ccccc21 (stereo unspecified)	0	0.0	0	-0.6	-3	-10	-3	9	108	-19
Cc1cccc(CCNCc2cc3ccc(C)cc3[nH]c2=O)c1	5	-1.0	-2	-1.5	-7	3	1	-7	81	-2
COC(=O)C1=C(c2ccc(C(C)=O)cc2)C[C@@H]2CC[C@H]1N2C(=O)NCC1CC1	4	-0.7	3	-0.4	0	32	nt	-2	97	-15
Cc1c(N=Nc2c(O)[nH]c(=O)[nH]c2=O)c(=O)n(-c2ccccc2)n1C	4	-0.7	1	-1.5	3	25	0	3	92	-25
CCC(=NCCO)c1c(O)n(-c2ccccc2)c(=O)[nH]c1=O	5	-1.0	5	-0.2	-4	6	nt	5	120	-12
CC(C)C(=O)c1cn(Cc2ccc(C#N)cc2)c2ccccc12	-6	1.0	-3	1.4	-4	11	nt	-3	102	-2
Cc1cc(OCC(=O)N[C@@H](Cc2ccccc2)C(=O)O)c2c3c(c(=O)oc2c1)CCCC3	6	-1.3	-2	-1.4	-4	-4	-2	6	nt	-8
O=C(N/N=C/c1c(O)n(CCc2ccccc2)c(=O)[nH]c1=O)c1ccccc1	nt	nt	-6	nt	nt	4	1	nt	107	nt
COCCOC(=O)C1=C(N)OC(C)=C(C(=O)OC)C12C(=O)Nc1ccccc12 (stereo unspecified)	-1	0.1	1	0.8	-6	-41	-2	4	102	-7
CCn1cc(C(=O)N2CCOCC2)c2ccccc21	7	-1.4	-2	0.7	-2	4	-2	-2	110	5
O=C1CCCC2=C1C(c1cccnc1)Nc1ccccc1N2 (stereo unspecified)	6	-1.1	-3	1.5	4	-3	-1	-1	105	-7
ClCCOCCCl	3	-0.6	1	-1.0	0	-1	15	-4	106	-7
O=C1NC(=O)N(Cc2ccccc2)C(=O)/C1=C\C=C\c1ccco1	-5	1.1	0	-2.2	-9	7	2	6	100	-37
Cc1cc(OC(=O)N(C)C)nc(-c2ccc(C)c(Cl)c2)n1	3	-0.7	0	-0.6	-6	4	2	0	92	-7
COC(=O)C1=C(c2ccc3ccccc3c2)C[C@@H]2CC[C@H]1N2C(=O)N1CCOCC1	6	-1.0	-2	1.4	-5	3	0	-2	99	7
COC(=O)C[C@]1(C(=O)OC)CN(C#N)N(c2ccc(Cl)cc2)C12c1ccccc1-c1ccccc12	7	-1.4	-6	1.2	-3	22	-22	-6	69	-3
CCN(CC)c1ccc(/C=C2/C(=O)NC(=O)N(Cc3ccco3)C2=O)cc1	17	-3.5	-3	4.2	-7	4	0	6	153	-8
COC(=O)OCC12CCC(O1)C1(C)C(=O)OCC21 (stereo unspecified)	6	-1.1	1	0.4	-1	10	nt	2	88	-4

Next section, overlapping the part above by 3 compounds.
SMILES	MOR-DOR inv ag	OPRM1-OPRD1 ag	V-ATPase pHluor	LANA DNA inh	Keap1-Nrf2 PPI	Arrestin-AP2 inh	Wnt bcat act	RTF Ca sens act	Pemphigus Ab inh	Cardiac RTF inh
COC(=O)C[C@]1(C(=O)OC)CN(C#N)N(c2ccc(Cl)cc2)C12c1ccccc1-c1ccccc12	7	-1.4	-6	1.2	-3	22	-22	-6	69	-3
CCN(CC)c1ccc(/C=C2/C(=O)NC(=O)N(Cc3ccco3)C2=O)cc1	17	-3.5	-3	4.2	-7	4	0	6	153	-8
COC(=O)OCC12CCC(O1)C1(C)C(=O)OCC21 (stereo unspecified)	6	-1.1	1	0.4	-1	10	nt	2	88	-4
O=P(C(Cl)Cl)(N1CCCCC1)N1CCCCC1	0	0.0	6	-2.5	0	-4	nt	2	97	-3
CCOc1ccc(C(C)=O)cc1Cn1ccsc1=N	9	-2.0	-3	-5.0	1	31	-4	3	100	-14
O=[N+]([O-])c1ccc(N2CCNCC2)cc1N1CCCCCC1	9	-1.6	0	-2.0	3	-5	-1	-1	100	3
Cc1ccc2cc(C=C(C#N)C#N)c(Cl)nc2c1	-42	8.2	8	27	-4	0	-3	8	nt	-10
Cc1ccccc1N1C(=O)CC(=O)N(c2ccccc2C)C1=O	-1	0.3	2	-4.8	-30	4	-1	10	101	-20
Cc1cccc(-n2c(/C=C/c3ccccn3)nc3ccccc3c2=O)c1	16	-3.2	4	0.7	-4	-8	1	2	94	0
O=C1NC(=O)C(=Cc2ccccc2Oc2ccc(F)cc2)C(=O)N1	-12	2.4	-2	-1.8	0	-7	-2	4	107	-4
O=C(NCC(c1cccnc1)N1CCN(c2ccccc2)CC1)Oc1ccccc1 (stereo unspecified)	0	0.1	-2	-0.9	-3	-4	nt	1	85	-10
CCOC(=O)C1C(=O)N(C)C2(C)CC1c1cc(OC)ccc1O2 (stereo unspecified)	3	-0.5	nt	-0.2	7	-2	nt	-3	102	-2
CC(CN1CCOCC1)C(C#N)(c1ccccc1)c1ccccc1 (stereo unspecified)	-19	3.6	8	3.3	0	3	-4	3	116	-5
CN1CCC2(O)OCCCC2C1 (stereo unspecified)	13	-2.9	-1	1.1	0	37	0	-5	nt	1
CCN(CC)S(=O)(=O)c1ccc(NN=C(C#N)C#N)cc1	9	-1.8	0	-1.9	-2	7	-3	6	nt	-9
CN1C2C=C(N(C(=O)c3ccc(Cl)cc3)c3ccccc3)CC1CC2 (stereo unspecified)	9	-1.9	1	-1.4	3	17	nt	0	98	3
COc1ccc(-c2cc(=O)c3c(OC)c(OC)c(OC)cc3o2)cc1	16	-3.1	-1	3.2	-3	-2	-1	1	99	3
O=c1oc2ccccc2c(O)c1C(c1ccc([N+](=O)[O-])cc1)c1c(O)c2ccccc2oc1=O	3	-0.4	12*	-1.2	3	-3	0	0	90	-2
CCCN1CCc2cccc3c2[C@H]1Cc1ccc(O)c(O)c1-3	-101	19*	0	2.2	-6	20	nt	7	nt	2
O=C(c1ccco1)c1cn(Cc2ccccc2Cl)c2ccccc12	-28	4.9	0	0.1	-2	3	-2	1	100	-3
CCN1C[C@]2(COC)CC[C@H](O)[C@]34C1[C@](O)([C@@H](OC)[C@H]23)[C@@]1(O)C[C@H](OC)[C@H]2C[C@@H]4[C@@H]1[C@H]2OC	6	-1.0	-1	2.2	-1	1	0	-3	91	-9
COC(=O)C1=C(c2ccccc2OCc2ccccc2)C[C@@H]2CC[C@H]1N2C(=O)NCc1ccc(OC)cc1	17	-2.9	7	0.2	3	0	-3	1	101	-5
O=C(C[N+]12CCC(CC1)C(O)C2)c1ccc(Br)cc1 (stereo unspecified)	8	-1.6	-2	0.0	0	18	0	0	95	-8
Cc1cc(C)cc(N2C(=O)/C(=C\c3ccc(N4CCN(C)CC4)o3)C(=O)NC2=S)c1	nt	nt	2	nt	nt	4	0	nt	138	nt
CCOP(=S)(OCC)SCC(=O)NC(C(=O)O)C(C)C (stereo unspecified)	3	-0.5	4	0.2	-3	6	nt	9	105	-4
c1ccc2c(c1)CC1CNCc3cccc(c31)S2 (stereo unspecified)	12	-1.9	-8	0.7	-5	13	-2	-3	98	10
O=C(c1ccc(Cl)cc1)C1CCCN(Cc2ccc3nonc3c2)C1 (stereo unspecified)	-20	3.8	2	1.9	5	3	-2	-4	94	3
CCC(=NCC1CCCO1)c1c(O)[nH]c(=O)[nH]c1=O (stereo unspecified)	14	-2.5	4	-1.3	-3	-5	nt	3	104	-3
CN1CCc2c(C#N)c(Cl)nc(Cl)c2C1	-18	2.5	2	0.3	-1	7	12	-8	112	12
C=CCn1c(O)c(C(C)=NC2CCN(Cc3ccccc3)CC2)c(=O)[nH]c1=O	nt	nt	1	nt	nt	-7	-2	nt	105	nt
CC(C)(C)c1ccc(C(=O)C2CCCN(Cc3ccon3)C2)cc1 (stereo unspecified)	-14	1.9	-4	-0.1	0	11	10	-5	94	-10
O=C1c2ccccc2-c2cc3ccccc3cc21	-4	0.9	6	-0.7	-3	-8	46*	0	94	1

Exported field by field: 4 of the compounds above
CC(C)C(=O)c1cn(Cc2ccc(C#N)cc2)c2ccccc12
  MOR-DOR inv ag: -6 | OPRM1-OPRD1 ag: 1.0 | V-ATPase pHluor: -3 | LANA DNA inh: 1.4 | Keap1-Nrf2 PPI: -4 | Arrestin-AP2 inh: 11 | Wnt bcat act: nt | RTF Ca sens act: -3 | Pemphigus Ab inh: 102 | Cardiac RTF inh: -2

Cc1cc(OCC(=O)N[C@@H](Cc2ccccc2)C(=O)O)c2c3c(c(=O)oc2c1)CCCC3
  MOR-DOR inv ag: 6 | OPRM1-OPRD1 ag: -1.3 | V-ATPase pHluor: -2 | LANA DNA inh: -1.4 | Keap1-Nrf2 PPI: -4 | Arrestin-AP2 inh: -4 | Wnt bcat act: -2 | RTF Ca sens act: 6 | Pemphigus Ab inh: nt | Cardiac RTF inh: -8

O=C(N/N=C/c1c(O)n(CCc2ccccc2)c(=O)[nH]c1=O)c1ccccc1
  MOR-DOR inv ag: nt | OPRM1-OPRD1 ag: nt | V-ATPase pHluor: -6 | LANA DNA inh: nt | Keap1-Nrf2 PPI: nt | Arrestin-AP2 inh: 4 | Wnt bcat act: 1 | RTF Ca sens act: nt | Pemphigus Ab inh: 107 | Cardiac RTF inh: nt

COCCOC(=O)C1=C(N)OC(C)=C(C(=O)OC)C12C(=O)Nc1ccccc12 (stereo unspecified)
  MOR-DOR inv ag: -1 | OPRM1-OPRD1 ag: 0.1 | V-ATPase pHluor: 1 | LANA DNA inh: 0.8 | Keap1-Nrf2 PPI: -6 | Arrestin-AP2 inh: -41 | Wnt bcat act: -2 | RTF Ca sens act: 4 | Pemphigus Ab inh: 102 | Cardiac RTF inh: -7

Assay outcomes: PubChem, several laboratories

A portion of the library; count on the stated rates, not on these rows.
